Screens deposited in PubChem BioAssay by several laboratories.
Mtb RmlCD inh: blocks M. tuberculosis RmlC and RmlD coupled enzymes; AID 1533; 160,000 tested, 0.03% active; RmlC+RmlD coupled enzyme assay, percent inhibition; primary screen in compound mixtures; inhibition, % at 3.6 µM; P9WH09+P9WH11; in the data active = inhibition mostly above about 34%, no sharp cut-off; also: some results filed as inactive read as strong as hits
Target sequence (P9WH09 whole entry, looked up): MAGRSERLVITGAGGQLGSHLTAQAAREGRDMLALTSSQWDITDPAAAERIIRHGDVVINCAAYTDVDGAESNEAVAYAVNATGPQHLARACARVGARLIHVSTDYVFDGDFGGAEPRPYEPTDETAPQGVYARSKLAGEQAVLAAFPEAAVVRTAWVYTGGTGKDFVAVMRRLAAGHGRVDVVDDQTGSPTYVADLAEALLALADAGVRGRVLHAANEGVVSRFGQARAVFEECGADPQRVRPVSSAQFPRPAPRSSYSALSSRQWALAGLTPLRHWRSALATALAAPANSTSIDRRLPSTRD
Target sequence (P9WH11 whole entry, looked up): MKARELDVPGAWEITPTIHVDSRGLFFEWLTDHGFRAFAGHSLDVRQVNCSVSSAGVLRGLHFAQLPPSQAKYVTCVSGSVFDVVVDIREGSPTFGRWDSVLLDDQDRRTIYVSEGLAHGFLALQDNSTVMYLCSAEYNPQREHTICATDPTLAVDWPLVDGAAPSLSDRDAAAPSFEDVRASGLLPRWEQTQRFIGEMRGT
M. tuberculosis GlmU: inhibition of mycobacterial GlmU enzyme – biochemical, glucosamine-1-phosphate acetyltransferase (AID 1376). M. tuberculosis GlmU acetyltransferase enzyme assay; higher % means a stronger effect. inhibition, %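 (tested at 30 µM in the primary screen)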, or IC50 in µM where a hit was titrated. 220,000 tested, 0.25% active; in the data active = inhibition above about 13%;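 also: 0% = complete reaction with vehicle and 100% = reaction without substrate; strong numbers were not always called active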
* marks the source's active call; other numbers are inactive results; nt = no result given; & = joins results of further samples. This is a subset; rates above refer to the full screens.

molecule	Mtb RmlCD inh	M. tuberculosis GlmU
CCOC(=O)CC(NC(=O)c1cc2cc(Cl)cc(Cl)c2oc1=O)c1cccc([N+](=O)[O-])c1 (stereo unspecified)	-5	-0.9%
Cn1c(C(=O)Nc2ccc3c(c2)OCO3)cc2sccc21	-5	-0.1%
O=C(CN1C(=O)CCC1=O)NCC12CC3CC(CC(C3)C1)C2	2	7.2%
S=C(NCCc1ccccn1)NC1CC2CCC1C2 (stereo unspecified)	12	4.2%
O=S(=O)(N1CCOCC1)n1cnc2ccccc21	37	3.9%
O=C(NCCN1C(=O)S/C(=C\c2ccc(F)cc2)C1=O)C1CCN(S(=O)(=O)c2cccs2)CC1	3	-2.5%
Cc1ccccc1OCC(=O)Nc1cccc(N(C)S(C)(=O)=O)c1	5	5.7%
COc1ccc(NC(=O)CN2C3CCC2CC(O)(c2cccnc2)C3)cc1OC (stereo unspecified)	nt	0.1%
CCOC(=O)Cc1csc(NC(=O)CSc2nnnn2-c2ccc(F)cc2)n1	-1	2.0%
Cc1c(C)n(C)c2ccc([N+](=O)[O-])cc12	nt	-0.5%
Cc1ccc(S(=O)(=O)CCc2nc3ccccc3s2)cc1C	nt	-4.5%
Cc1ccc(C)c(N2CCN(C(=S)Nc3ccc4nc(N5CCN(C)CC5)cc(C)c4c3)CC2)c1	-4	-12%
COc1ccc(-c2cc(CCCC(=O)NCCc3ccccc3)no2)cc1	10	-5.7%
CCOC(=O)c1ccccc1NC(=O)CSc1nnnn1C	nt	-4.1%
O=C(NC1CC1)C1=C[C@@H](C2CC2)C[C@@H](OCc2ccc(CO)cc2)O1	nt	1.0%

Other compounds.
molecule	Mtb RmlCD inh	M. tuberculosis GlmU
CC(C)CC(=O)Nc1ccc(-c2nc3ccccc3c(=O)o2)cc1	25	-5.0%
Cc1cccc(N2C(=O)NC(=O)/C(=C\c3cnc(-c4ccccc4)nc3)C2=O)c1	-13	6.0%
Cc1ccccc1Cn1ccc(NC(=O)c2onc(C)c2Cl)n1	-8	5.2%
COc1cccc(NC(=O)CN(C)C(=O)c2ccc3ccccc3c2)c1	nt	4.0%
CCn1cc(C(=O)N2CCN(c3ccccn3)CC2)c2cc(OC)c(OC)cc2c1=O	-10	-1.8%
O=C(O)CS(=O)(=O)CC(=O)O	5	-3.9%
COc1ccc(C2(O)CCN(CC(=O)Nc3nc(-c4ccccc4)cs3)CC2)cc1	7	1.8%
O=C(c1cc(Cl)c(=O)n(Cc2ccccc2)c1)N1CCOCC1	-7	1.4%
COC(=O)c1sccc1-c1ccc(/C=N/OCc2c(Cl)cccc2Cl)o1	-6	-2.4%
Cc1ncc(CN2CCC(CO)(CCc3ccccc3)CC2)s1	3	-0.4%
Cc1cccc(-n2c(SCCC(=O)O)nnc2-c2cccs2)c1C	-3	-2.2%
CCCc1nnc(SCC(=O)N2CCCC(C)C2)n1CC1CCCO1 (stereo unspecified)	nt	1.6%
Cc1cc2ccccc2n2c(SCC(=O)N3CCOCC3)nnc12	9	-3.8%
CCN(CC)C(=O)CN1CCC(n2c(C)nc3cc(C(F)(F)F)ccc32)CC1	2	-5.2%
C=CCOc1ccc(C2/C(=C(\O)c3c(C)[nH]c(C(=O)OC)c3C)C(=O)C(=O)N2CCN(C)C)cc1 (stereo unspecified)	-8	7.7%

As entered above.
Value for CC(C)CC(=O)Nc1ccc(-c2nc3ccccc3c(=O)o2)cc1 under M. tuberculosis GlmU: -5.0%
Value for Cc1ccccc1Cn1ccc(NC(=O)c2onc(C)c2Cl)n1 under M. tuberculosis GlmU: 5.2%
Value for Cc1cccc(N2C(=O)NC(=O)/C(=C\c3cnc(-c4ccccc4)nc3)C2=O)c1 under Mtb RmlCD inh: -13
Value for CCOC(=O)c1ccccc1NC(=O)CSc1nnnn1C under M. tuberculosis GlmU: -4.1%
Value for O=C(NC1CC1)C1=C[C@@H](C2CC2)C[C@@H](OCc2ccc(CO)cc2)O1 under M. tuberculosis GlmU: 1.0%

(next part)
molecule	Mtb RmlCD inh	M. tuberculosis GlmU
Cc1ccccc1OCC(=O)N1N=C(c2cccnc2)CC1(O)C(F)(F)F (stereo unspecified)	nt	-3.3%
O=C(c1cc([N+](=O)[O-])ccc1N1CCNCC1)N1CCOCC1	-8	2.7%
C#CCOCCOCCOCCNc1nc(N2CCN(C(=O)C([C@@H](C)CC)n3cc(C(N)COC(=O)C(F)(F)F)nn3)CC2)nc(N2CCN(C(=O)[C@H](CCCCN)n3cc(C(N)CC(C)C)nn3)CC2)n1 (stereo partly specified)	nt	-9.1%
c1ccc(-c2ccc3c(c2)NCCN3)cc1	-1	-3.6%
CCCCCCn1c(CN2CCC(C)CC2)nc2c1c(=O)n(C)c(=O)n2C	nt	-5.4%
CCOC(=O)N1CCN(C(=O)c2ccc3c(c2)N(Cc2ccc(C)cc2)CCS3)CC1	nt	-3.1%
COc1ccc(-c2cnc(N)nc2-c2ccc(OC)cc2O)cc1	5	2.3%
CC(O)CNC(=O)C1CCN(Cc2ccc(OCc3ccccc3)cc2)CC1 (stereo unspecified)	53	-1.1%
CCCC(C)NC(=O)COC(=O)c1cccc(NS(C)(=O)=O)c1 (stereo unspecified)	-5	0.4%
Cc1nc2ccccn2c1-c1csc(NCc2ccco2)n1	-4	4.2%
CCC(C)NC(=O)C1CCN(S(=O)(=O)c2cccs2)CC1 (stereo unspecified)	nt	-1.2%
Cc1ccc2c(c1)CCCN2C(=O)c1cccs1	16	1.4%
COc1cc(OC)c(OC)cc1CNCCNC(=O)c1nonc1N	7	-1.2%
CCCNC(=O)Nc1ccc(NC(C)=O)cc1	4	4.3%
COc1ccc(NC(=O)CSc2nc3sc(C)c(C)c3c(=O)n2Cc2ccco2)cc1	41	-3.4%

The list continues:
molecule	Mtb RmlCD inh	M. tuberculosis GlmU
COc1cc(/C=N/N2C(=O)CSC2=S)ccc1O	-6	-0.7%
N#CCc1nn2c3c(cnc2c1C#N)C(=O)CCC3	-8	1.2%
Cn1c(Br)nc2c1c(=O)n(CC(O)COc1ccccc1)c(=O)n2C (stereo unspecified)	nt	0.0%
CN1CCCCCC1=NC1=C(C#N)CCCC1	nt	6.5%
O=C(C1CC1)N1CCc2cc(Br)cc(S(=O)(=O)N3CCN(c4ccccn4)CC3)c21	nt	-4.7%
COC(=O)N/N=C/c1cc(OC)c(O)c([N+](=O)[O-])c1	2	0.2%
CCOC(=O)C1Nc2ccc(C)cc2C2C=CCC12 (stereo unspecified)	nt	-1.8%
CC(=O)NS(=O)(=O)c1ccc(N)cc1	nt	2.1%
O=C(CSCc1ccc(Br)cc1)N1CCCC1	-10	-1.4%
CNC(=O)c1cc(OCC(F)(F)F)ccc1OCC(F)(F)F	28	-3.1%
Cc1cccc(C)c1NC(=O)C1(N(Cc2ccco2)C(=O)Cn2nnnc2N)CCCCC1	5	-1.5%
Cc1cccc(N2CCN(C(=O)c3ccc(NS(=O)(=O)c4c(C)noc4C)cc3)CC2)c1C	-6	-0.7%
CCS(=O)(=O)N1CCCC(C(=O)NCCCN(C)Cc2ccccc2)C1 (stereo unspecified)	nt	-3.5%
CCOc1ccccc1NC(=O)c1cccc(NC(=O)CC(c2ccccc2)c2ccccc2)c1	18	0.9%
FC(F)(F)COc1cc(-c2nnc(SCc3ccccc3)n2Cc2ccco2)cc(OCC(F)(F)F)n1	13	-5.0%

More results.
molecule	Mtb RmlCD inh	M. tuberculosis GlmU
CN(C)CCCNC(=S)Nc1ccc(-c2ccccc2)cc1	-1	3.3%
C=CCn1c(SCC(C)=O)nnc1-c1ccc2ncccc2c1	-10	8.4%
CCN(C#N)c1nc(N(C)C)nc(N(C)C)n1	7	nt
Cc1cccn2c(=O)c3cc(C#N)c(=NC(=O)c4cccs4)n(CC(C)C)c3nc12	-12	-3.0%
O=C(Nc1nnc(SCc2ccc(Cl)cc2)s1)C1CC(=O)N(Cc2ccccc2)C1 (stereo unspecified)	-3	0.8%
COc1cccc(NC(=S)N(Cc2ccccn2)Cc2ccccc2Cl)c1	-17	-5.0%
O=C(NCc1ccco1)/C(=C\c1cccnc1)NC(=O)c1ccccc1F	4	2.8%
CC(C)n1nnnc1SCC(=O)c1ccc2c(c1)OCCO2	-6	-6.0%
CCn1c(=O)c(=O)[nH]c2cc(C(=O)NC3CCCc4ccccc43)ccc21 (stereo unspecified)	0	-3.9%
CC1=C(C(=O)N2CCN(c3cc(C)ccc3C)CC2)C2(CCC(C)CC2)OC1=O (stereo unspecified)	nt	-5.9%
CC(=O)C(Sc1nc(N(C)C)nc(N(C)C)n1)C(=O)Nc1ccccc1 (stereo unspecified)	nt	-4.7%
COc1cc(C2C(C(=O)OC(C)C)=C(C)Nc3ncnn32)cc(OC)c1OC (stereo unspecified)	-6	-4.7%
O=C(CN1CCCN(S(=O)(=O)c2ccc(Br)cc2)CC1)Nc1ccc2cn[nH]c2c1	nt	-1.2%
CC(C)=C1C2CCC1C(C(=O)Nc1cc(C)cc(C)c1)C2C(=O)O (stereo unspecified)	-11	1.2%
C=CCNC(=O)c1ccc2c(=O)n(CCCN3CCCC3=O)c(=S)[nH]c2c1	4	0.6%

Continued:
molecule	Mtb RmlCD inh	M. tuberculosis GlmU
CCCC(=O)Nc1cc(S(=O)(=O)N(CC)CC)ccc1Cl	6	-0.5%
C#CCNC(=O)C1=C[C@H](C)[C@@H](CCCO)[C@H](OCC)O1	nt	-2.6%
S=c1[nH]nc(C2CCCCC2)n1/N=C/c1ccccn1	-6	-0.1%
C=CCn1c(N)cc(=O)nc1SCC(=O)Nc1ccc(C)cc1	6	-0.5%
CN(c1ccccc1)c1nc(-n2ccnc2)nc(-n2ccnc2)n1	8	nt
CCC(C)(C(=O)NC1CCCC1)N(CC1CCCO1)C(=O)c1ccc2c(c1)OCO2 (stereo unspecified)	nt	-2.6%
CS(=O)(=O)N(CCc1ccccc1)CC(=O)N1CCN(Cc2ccccc2)CC1	-3	-3.6%
Cn1cc(/C=N/n2cnc3scc(-c4ccccc4)c3c2=O)c2ccccc21	-7	3.6%
CCOC(=O)C1(Cc2cccc(OC)c2)CCCN(Cc2nccn2CC)C1 (stereo unspecified)	-6	-3.4%
Cc1cc(C(F)(F)F)n2nc(-c3cnn(C)c3C(F)(F)F)c(Br)c2n1	-1	-0.9%
Oc1cc2c(cc1CN1CCN(c3ccccc3)CC1)CCC2	8	1.9%
COc1ccccc1/C=N/OC(=O)c1ccc(F)cc1	-12	-0.9%
COc1ccc(CCN2C(=NC(=O)CC(C)C)SC3CS(=O)(=O)CC32)cc1OC (stereo unspecified)	16	-7.7%
COc1ccc(-c2cc(=O)oc3cc(OC(=O)C4CCCCC4)c(Cl)cc23)cc1	-11	3.9%
CCOc1ccc(N2C(=O)/C(=C/c3cccs3)N(CC(=O)OC)C2=S)cc1	3	-0.9%

(listing goes on)
molecule	Mtb RmlCD inh	M. tuberculosis GlmU
C=CCNC(=O)/C=C/c1c(F)cccc1Cl	-17	6.4%
Cc1ccc(-c2cn(-c3ccc(SC(F)F)cc3)c3[n+]2CCC3)cc1	nt	2.3%
COC(=O)c1ccccc1NC(=O)C1CCCC1	-117	3.0%
O=C1CC(c2ccccc2)CC(=O)N1c1ccccc1	-2	-6.2%
CC(=O)c1ccccc1OC(=O)c1ccc([N+](=O)[O-])o1	4	-0.2%
Nc1nc(SCCN2C(=O)c3ccccc3C2=O)n[nH]1	0	6.0%
COc1ccc(OCC(O)CN(C)C(=O)/C=C/c2cccc([N+](=O)[O-])c2)cc1 (stereo unspecified)	nt	3.6%
Cc1cc(=O)n(C)c2ccccc12	2	-9.8%
COC(=O)c1sc2ncccc2c1OCc1ccc(Cl)cc1Cl	-3	4.5%
CC1=NN(C(=O)Cc2ccc([N+](=O)[O-])cc2)C(O)(c2ccccc2)C1 (stereo unspecified)	nt	-1.2%
CCOc1ccc(-n2c(=O)c3c4c(sc3n(CC(=O)NCC3CCCO3)c2=O)CCCC4)cc1 (stereo unspecified)	9	1.1%
O=[N+]([O-])c1cccc(/C=C/c2nc[nH]c2[N+](=O)[O-])c1	-10	-3.9%
O=C(CN1CCN(C(=O)c2ccco2)CC1)N1CCc2[nH]c3ccccc3c2C1	0	-0.9%
CCOC(=O)CCCCCN(Cc1ccccc1)S(=O)(=O)c1ccc([N+](=O)[O-])cc1	6	2.3%
COc1ccc(CCNC(=O)COC(=O)c2ccc(N3CCCC3=O)cc2)cc1OC	-8	-0.2%

Going on with the list.
molecule	Mtb RmlCD inh	M. tuberculosis GlmU
COc1ccc2c(c1OC)C(=O)OC2n1c(O)c(N=NC(C)=O)c2ccccc21 (stereo unspecified)	-7	7.5%
Cc1cccc(OCC(=O)N/N=C/C=C/c2ccco2)c1	nt	4.6%
O=C(CNC(c1ccccc1)c1ccccc1)Nc1cc([N+](=O)[O-])ccc1Cl	-4	-8.3%
CCN(CC)CCN1C(=O)C(=O)/C(=C(/O)c2cnn(-c3ccccc3)c2C)C1c1ccc(C)o1 (stereo unspecified)	nt	-1.5%
CCOC(=O)N1CCN(C(=O)CSc2nnc(COc3ccc(Cl)cc3)o2)CC1	10	-1.6%&5.0%
CC(C)(C)NC(=O)C(=O)N/N=C/c1ccc(F)cc1	-11	4.7%
CCN(CC)C(=O)CSc1nc2ccccc2c(=O)n1CC1CCCCC1	nt	13%*
CCCCOC(=O)/C=C\C(=O)OCCCC	nt	4.5%
CCOC(=O)N1CCC(NC(=O)c2cc3c(-c4ccc(Cl)cc4)nn(C)c3s2)CC1	7	-0.4%

Exported field by field: part of the list above.
> O=C(O)CS(=O)(=O)CC(=O)O
  Mtb RmlCD inh: 5
  M. tuberculosis GlmU: -3.9%

> COc1ccc(C2(O)CCN(CC(=O)Nc3nc(-c4ccccc4)cs3)CC2)cc1
  Mtb RmlCD inh: 7
  M. tuberculosis GlmU: 1.8%

> O=C(c1cc(Cl)c(=O)n(Cc2ccccc2)c1)N1CCOCC1
  Mtb RmlCD inh: -7
  M. tuberculosis GlmU: 1.4%

> COC(=O)c1sccc1-c1ccc(/C=N/OCc2c(Cl)cccc2Cl)o1
  Mtb RmlCD inh: -6
  M. tuberculosis GlmU: -2.4%
